# Source: PubChem (several laboratories)
# PfHsp90 set2 – reduces growth (ATP signal) of yeast expressing P. falciparum Hsp90 | S. cerevisiae expressing PfHsp90, BacTiter-Glo ATP, 48 h; yeast lacking PDR1 and PDR3 efflux regulators | inhibition, % at 9.4 µM | hit rate 0.32% among 310,000;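 active = every replicate shows inhibition above about 80%, whatever the replicate mean, limit read from the data; inconclusive = mean inhibition reaches the set limit but some replicate falls short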;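 note: 0% = DMSO neutral controls and 100% = 20 µM radicicol positive controls; yeast relying on Plasmodium falciparum Hsp90 in place of its own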
# Tat transport – inhibitors of E. coli Tat protein transport; E. coli MC4100 TorA-mCherry Tat export, fluorescence; inhibition, % at 10 µM; hit rate 0.036% among 340,000;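 active = mean replicate inhibition at least 50% and at least half of replicates individually reaching 50%; inconclusive = only one of the two criteria met; inactive = neither criterion met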;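 note: exported cargo escapes ClpAP degradation while cytoplasmic cargo is degraded and loses fluorescence; 0% = median of neutral control wells and 100% = median of NaSCN control wells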
# CAL PDZ FP – blocks peptide binding to human CAL PDZ domain; Q9HD26; purified CAL PDZ, TMR-peptide fluorescence polarization, 1 h; inhibition, % at 20 µM; hit rate 0.02% among 330,000; AID 504414;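 active = highest replicate inhibition of at least 40%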;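 note: plate controls were DMSO neutral control wells for no effect and unlabeled competitor peptide control wells for full effect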
#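 Test system: purified CerCALP PDZ construct; Compound dosing: one concentration, 20 µM compound; Also added: TMR-labelled reporter peptide T*-PRC34 bound in PDZ groove; Read-out: inhibition from polarization loss; Controls: unlabelled peptide and DMSO controls; Signal: FP readout, S and P plane fluorescence; Incubation: 1 h at RT.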
# Wnt bcat act – activates Wnt/beta-catenin signaling in a reporter cell assay. activator, plate reader. activation, % at 9.35 µM. hit rate 1.2% among 300,000; in the data active = activation above about 30%, passing the limit was not always enough; inconclusive = no clear call, values can overlap the other calls;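 note: 0% = neutral control wells and 100% = positive control wells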
# AddAB inh – less growth of phage-infected E. coli with AddAB. E. coli expressing H. pylori AddAB, absorbance growth. hit rate 0.29% among 330,000. inhibition, % at 11.9 µM; in the data active = inhibition above about 12%;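 note: 0% = vehicle wells of infected cells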
# Rtt109 Vps75 – inhibitors of Candida albicans Rtt109/Vps75 histone acetyltransferase; Q5AAJ8; purified Rtt109/Vps75, ThioGlo CoA-SH fluorescence, 4 h; inhibition, % at 34.9 µM; hit rate 0.16% among 330,000;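 active = inhibition of at least 50% in every replicate; inconclusive = best replicate reaches 50% inhibition but some replicates fall short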
# Target sequence (Q5AAJ8 whole entry, looked up): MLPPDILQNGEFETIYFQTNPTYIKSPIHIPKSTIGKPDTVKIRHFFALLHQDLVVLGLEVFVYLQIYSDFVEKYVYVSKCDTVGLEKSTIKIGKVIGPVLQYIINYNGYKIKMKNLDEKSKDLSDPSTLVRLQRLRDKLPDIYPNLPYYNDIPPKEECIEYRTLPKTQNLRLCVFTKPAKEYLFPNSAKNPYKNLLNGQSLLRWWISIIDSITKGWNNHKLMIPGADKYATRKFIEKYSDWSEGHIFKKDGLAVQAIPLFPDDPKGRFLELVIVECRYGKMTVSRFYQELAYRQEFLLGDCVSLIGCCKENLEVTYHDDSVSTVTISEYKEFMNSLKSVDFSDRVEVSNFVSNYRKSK
# PvdQ acylase – blocks Pseudomonas aeruginosa PvdQ acylase activity; purified PvdQ acylase, fluorescence plate reader; inhibition, % at 10 µM; hit rate 0.063% among 340,000; in the data active = inhibition above about 30%, passing the limit was not always enough; inconclusive = no clear call, values can overlap the other calls;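 note: 0% = vehicle neutral wells and 100% = reference inhibitor wells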
# Ecoli viability – counter-screen for AddAB inhibitors: E. coli growth inhibition. E. coli V3065 growth, OD600 absorbance, 18 h. AID 449728. inhibition, % at 11.9 µM. hit rate 0.27% among 330,000;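 active = inhibition above the campaign's mean inhibition across all tested compounds plus 3 SD, cut at about 9.9% in these data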;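 note: uninfected addAB+ strain grown without phage in ampicillin broth; 0% = DMSO wells and 100% = ciprofloxacin 0.95 µg/ml wells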
# DAGLB inhibitor – blocks human DAGLB lipase activity; inhibition, % at 5.17 µM; AID 504411; hit rate 0.059% among 340,000; HEK293T DAGLB membrane lysate, EnzChek fluorogenic substrate; in the data active = inhibition above about 34%;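 note: 0% = enzyme with vehicle and 100% = wells lacking enzyme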
# Target sequence (Q8NCG7 whole entry, looked up): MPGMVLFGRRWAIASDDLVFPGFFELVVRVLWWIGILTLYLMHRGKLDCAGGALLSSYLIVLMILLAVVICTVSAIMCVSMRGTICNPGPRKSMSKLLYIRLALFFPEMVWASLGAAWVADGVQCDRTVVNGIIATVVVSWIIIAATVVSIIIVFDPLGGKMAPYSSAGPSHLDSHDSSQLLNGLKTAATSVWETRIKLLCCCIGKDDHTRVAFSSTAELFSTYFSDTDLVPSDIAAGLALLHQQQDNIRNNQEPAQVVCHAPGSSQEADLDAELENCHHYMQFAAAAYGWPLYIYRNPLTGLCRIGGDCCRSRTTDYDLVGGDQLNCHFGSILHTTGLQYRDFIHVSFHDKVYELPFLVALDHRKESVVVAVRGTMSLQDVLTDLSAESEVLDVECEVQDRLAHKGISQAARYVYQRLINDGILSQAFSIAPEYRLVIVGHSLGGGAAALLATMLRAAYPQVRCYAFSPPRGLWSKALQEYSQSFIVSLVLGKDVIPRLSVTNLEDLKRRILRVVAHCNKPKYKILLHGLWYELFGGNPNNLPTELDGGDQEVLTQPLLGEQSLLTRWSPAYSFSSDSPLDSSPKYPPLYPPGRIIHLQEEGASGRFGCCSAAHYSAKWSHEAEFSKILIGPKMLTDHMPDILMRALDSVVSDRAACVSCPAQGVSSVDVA
# phage Ecoli inh – E. coli growth loss with phage present. AID 651602. inhibition, % at 11.9 µM. growth absorbance. hit rate 0.26% among 360,000; in the data active = inhibition above about 11%
# * = called active by the depositor; ? = inconclusive; · = no result given.
SMILES,PfHsp90 set2,Tat transport,CAL PDZ FP,Wnt bcat act,AddAB inh,Rtt109 Vps75,PvdQ acylase,Ecoli viability,DAGLB inhibitor,phage Ecoli inh
O=C(Nc1cc(=O)[nH]c2nc(-c3ccccc3)nn12)c1ccc(Cl)cc1,·,·,·,3,-0.3,·,·,0.2,·,1.8
CN1CCN(S(=O)(=O)c2ccc3c(c2)NC(=O)CS3)CC1,-7,-2,-1.8,1,2.7,1,-9,1.2,1,1.5
COc1cc2c(cc1NCc1ccc3c(c1)OCO3)oc1ccccc12,-3,-2,-0.7,1,0.4,-4,4,1.8,0,2.2
Cc1cccc(NC(=O)CNC(=O)COc2cccnc2[N+](=O)[O-])c1C,9,-2,0.7,0,-0.8,0,-12,-0.7,0,3.5
Cc1cc(C(=O)CN2C(=O)NC(CC(C)C)C2=O)c(C)n1C1CC1 (stereo unspecified),·,-2,0.1,5,-0.2,-5,-2,0.7,0,2.7
O=C(NCc1ccccc1Cl)c1nnc(CS(=O)(=O)c2ccccc2)o1,11,-2,-0.2,1,-2.2,6,4,0.3,-1,1.4
O=C(NC(=S)Nc1cccc(S(=O)(=O)NC2=NCCC2)c1)c1cc(-c2ccco2)nc2ccccc12,7,24,-0.5,-8,3.4,-10,-13,-1.6,7,1.3
Cc1sc2ncnc(N3CCC(C(=O)Nc4ccccc4C(C)(C)C)CC3)c2c1C,-2,3,-2.4,-5,-0.5,4,-14,-1.4,2,1.6
O=C(O)c1cc(NS(=O)(=O)c2ccc(F)cc2)cc(NS(=O)(=O)c2ccc(F)cc2)c1,-5,-1,-0.3,1,2.5,5,-11,1.4,-1,0.8
Cc1ccccc1C(=O)NC1CCN(CC(=O)NCc2ccc(F)cc2)CC1,6,-3,0.3,-2,3.1,-1,-3,1.2,-1,2.9
CC(=O)c1ccc(OCC(=O)N2CCCC(Nc3ccc(C)c(C)c3)C2)cc1 (stereo unspecified),-14,3,-3.2,2,1.1,3,-5,-3.1,1,2.5
COc1ccc(C(=O)NC(=S)Nc2ccc(S(=O)(=O)Nc3cc(OC)nc(OC)n3)cc2)cc1,8,0,-2.4,-2,5.4,24,9,1.1,5,1.5
N#Cc1c(NC(=O)C2CCCO2)sc2c1CCCCC2 (stereo unspecified),-4,1,0.4,15,-0.2,12,-14,-1.9,-4,1.4
Cc1c(C(=O)n2cnc3ccccc32)cccc1[N+](=O)[O-],4,-4,-0.3,-2,-0.4,-8,-20,3.1,0,2.8
COc1c(Cl)cc(Cl)cc1C(=O)Nc1ccc(CN2CCCCC2)cc1,4,1,-2.3,-2,3.4,7,-18,0.2,-1,3.9
CCOc1ccc2nc(SCc3ccc(CC(=O)O)cc3)c(C#N)cc2c1,25,-5,-1.0,3,-0.8,-7,-5,-0.7,4,4.0
COc1ccc(-c2cc(C(=O)NCCCn3ccnc3)no2)cc1,-75,-4,-2.0,6,0.8,0,-6,0.5,-2,0.9
COc1ccc(Cl)cc1N(CC(=O)Nc1ccccc1C(=O)N1CCCC1)S(C)(=O)=O,10,-2,-1.0,-4,3.7,15,3,1.8,-4,2.0
COc1ccc(Cc2nc3ccccc3n2C)cc1,4,-1,0.0,-2,0.8,-6,-3,0.1,1,2.9
COc1ccc2c(/C=N/Nc3ccc(C(=O)O)cc3)c[nH]c2c1,-10,-3,·,28,1.5,-11,-5,-0.1,3,0.2
Cc1ccc(C(=O)NC2CCCc3ccccc32)o1 (stereo unspecified),·,2,-0.3,·,1.1,-1,-7,1.6,1,2.7
Cc1cccc(C(=O)/C=C2/c3ccccc3CC(C)(C)N2C)c1,6,-3,-0.6,-1,-1.2,-14,-8,0.2,-2,·
Cc1ccc2[nH]c(=O)c(COC(=O)C3CCCCC3)cc2c1,5,7,-0.3,-1,-1.5,-2,-1,-1.3,-8,1.5
CCOC(=O)c1cnc(C(F)(F)F)nc1Oc1ccccc1,-5,-6,-0.2,-2,1.7,3,-14,1.5,-1,1.5
CN(CC(=O)Nc1ccccc1Cl)C(=O)CSc1nnc(N)s1,-7,-1,-2.6,5,2.5,-4,-14,2.1,1,1.2
CCCCn1c(N)c(N(CCOC)C(=O)CN(C)S(=O)(=O)c2ccc(C)cc2)c(=O)[nH]c1=O,-11,-9,-2.4,-1,4.4,?,4,2.2,-2,0.2
CCN(CC)C(=O)c1ccc(S(=O)(=O)Cc2ccc(C)cc2)c([N+](=O)[O-])c1,13,-12,-1.3,-2,-1.0,-2,-13,-0.5,-7,1.5
C=CCNCc1ccccc1[N+](=O)[O-],1,-12,-0.5,3,2.1,3,-10,-0.1,-1,2.2
Cc1nnc2n1NC(c1ccc(Cl)cc1)C(C(=O)N1CCC(C)CC1)S2 (stereo unspecified),1,-3,-0.2,·,3.2,-5,-8,-1.0,-1,1.1
CCOC(=O)C1(Cc2cccc(OC)c2)CCN(CC(O)CO)CC1 (stereo unspecified),10,-6,-1.0,-4,1.8,-11,-17,-0.7,-1,3.1
COc1ccc(N(C(=O)c2ccccc2OC)C2C=CS(=O)(=O)C2)c(OC)c1 (stereo unspecified),-11,10,0.5,-2,-0.9,1,-10,-0.1,0,2.6
COc1ccccc1CNC(=O)Cc1ccc(Br)cc1,7,-1,-1.5,0,0.6,6,5,-1.6,-1,1.5
CCc1ccccc1OCC(=O)Nc1ccc(F)c(S(=O)(=O)N2CCOCC2)c1,29,5,-0.5,3,·,·,-14,·,-2,0.5
C#CCCOC(=O)N1C2=NC(C(=O)OC)=C(C(=O)OC)[C@@H]3N(C)c4ccc(OC)cc4[C@]23C[C@H]1C(=O)OC,9,-10,-6.2,-2,-1.3,-3,-19,0.6,3,3.0
O=C(CN1CCN(C(=O)c2cccc(S(=O)(=O)N3CCCC3)c2)CC1)Nc1ccccc1Cl,0,0,-0.5,-2,-0.4,-2,-19,-2.2,0,0.9
COc1ccccc1-c1nc(SCC(=O)N(C)c2ccccc2)c2c(=O)n(C)c(=O)n(C)c2n1,0,-14,-0.2,0,1.4,-6,-2,1.4,1,1.8
O=[N+]([O-])c1ccc(/C=N/n2c(-c3ccccc3)n[nH]c2=S)cc1,-4,18,-7.5,-1,5.0,5,-1,1.6,11,1.2
CCn1c(-c2ccncc2)n[nH]c1=S,-6,-10,-3.8,-2,6.3,-3,-12,-0.1,-1,1.8
CC(=O)c1cccc(NC(=O)c2ccc(N(C)S(C)(=O)=O)cc2)c1,5,-2,0.1,·,3.4,10,8,1.2,-5,2.4
CCCCC1=CC2=C(c3ccco3)C(=O)C(C)(OC(=O)c3ccc(OC)cc3)C(=O)C2=CN1C(CO)CO (stereo unspecified),6,-5,-0.6,-1,2.4,2,6,1.5,-2,-0.8
OCCN(Cc1ccccc1)Cc1ccc(F)c(F)c1,·,-1,-2.0,0,-0.3,-15,-4,-0.7,-4,·
Cc1ccc(SCCC(=O)Nc2nccs2)cc1,-28,4,-3.3,-1,1.4,-2,-11,2.8,-4,1.7
COc1ccc(OC(=O)c2cccc(S(=O)(=O)N3CC(C)OC(C)C3)c2)cc1 (stereo unspecified),0,5,-0.8,0,-0.9,0,-10,-6.1,-4,2.9
COC(=O)c1ccccc1NC(=O)c1ccccc1SC,4,8,·,·,1.2,-2,9,-0.6,-3,2.0
COc1ccccc1NC(=O)c1c(C)nc2ccccc2c1C(=O)O,3,1,-0.7,0,-2.0,-2,-1,-0.8,1,2.6
COc1cc(C(=O)Nc2nnc(C(F)(F)F)s2)c([N+](=O)[O-])cc1OC,-9,-1,-2.1,-2,3.1,3,-4,0.8,0,3.2
Cc1cc2c(n1-c1ccc(Cl)cc1)CC(C)(C)CC2=O,20,4,-1.9,·,-1.6,5,-10,-1.7,-2,-1.0
O=C1c2ccccc2-c2cccc(C(=O)N3CCN(C(=O)c4ccccc4)CC3)c21,-3,-3,-3.9,-5,-1.8,2,-10,-1.4,2,-0.1
O=C(CCc1ccccc1)NNC(=O)C1CCCCC1,-25,4,0.0,·,2.3,-13,-16,0.7,-2,2.1
N#CCNC(=O)C1CC(=O)N(CCc2ccc(F)cc2)C1 (stereo unspecified),9,4,0.9,-2,-2.0,-3,-12,-1.8,0,0.1
N#C/C(=N\Nc1ccc(Cl)c(Cl)c1)C(=O)C1CC1,-12,-5,-0.1,39*,4.2,1,-2,2.9,·,7.6
O=C(N/N=C\c1ccc(Cl)s1)c1ccc(Cn2cccn2)o1,11,0,-1.7,1,2.2,3,-1,0.5,0,3.6
CCOC(=O)c1ccc(CNCc2ccc(C)cc2)cc1,-1,-3,-2.6,-2,2.8,4,3,1.6,-21,2.3
COc1cc(C(C)=O)ccc1COc1ccc(C(=O)OCC(=O)NC(C)(C)C)cc1OC,-81,1,-0.8,-5,-0.1,3,3,-1.8,-4,-0.2
CCN1C(=O)[C@H]2[C@@H](c3ccc(C)cc3)N3C(=O)N(c4ccccc4)C(=O)[C@@]3(CC)[C@H]2C1=O,6,0,0.3,6,2.8,-1,-8,-0.7,1,2.1
COCCCN1C(=O)C(=O)/C(=C(/O)c2ccc(S(=O)(=O)N3CCOCC3)cc2)C1c1ccc(C(C)C)cc1 (stereo unspecified),-9,-4,-1.9,1,2.7,1,-12,0.8,2,0.4
CCc1nnc(NC(=O)CN2CCOCC2)s1,·,-4,-0.5,0,1.8,-7,4,0.1,2,2.6
Cc1cc(S(=O)(=O)N2CCOCC2)ccc1OCC(=O)Nc1ccc(Br)cc1F,-38,-5,-0.6,3,1.8,3,-9,-0.7,-1,0.6
C(=N/Nc1nccs1)/c1cccnc1,-7,1,0.9,2,3.3,-11,-15,2.5,0,3.8
CCN(C(=O)COc1ccc(F)cc1Br)c1c(N)n(Cc2ccccc2)c(=O)[nH]c1=O,·,0,0.2,-1,2.1,1,-5,-1.0,1,1.2
# New compounds follow:
SMILES,PfHsp90 set2,Tat transport,CAL PDZ FP,Wnt bcat act,AddAB inh,Rtt109 Vps75,PvdQ acylase,Ecoli viability,DAGLB inhibitor,phage Ecoli inh
O=C(COC(=O)COc1ccc(Cl)cc1Br)NC1CCCCCC1,-8,-8,-2.2,-7,0.4,-5,1,-1.8,-7,1.2
CN(C)c1nc(NCc2ccccc2)nc(N/N=C/c2ccc3c(c2)OCO3)n1,-1,0,-1.8,-1,2.3,4,-5,-0.3,-3,-1.0
COCCN(C(=S)Nc1cccc(C)c1)C(C)c1cccnc1 (stereo unspecified),2,1,-1.3,5,0.8,-3,-20,-0.8,0,-0.7
Cc1nn(CCC#N)c(NC(=O)c2ccccc2)c1P(=O)(Nc1ccc(Br)cc1)N1CCOCC1 (stereo unspecified),8,-1,-1.3,0,1.6,1,5,1.6,1,1.9
Cc1cc(C)cc(OC(=O)c2cccnc2)c1,2,-1,·,0,1.0,2,-9,-1.2,0,-0.6
